# Screening data from PubChem.
# PP5 inh = blocks human protein phosphatase 5 activity. P53041. purified PP5c, OMFP substrate fluorescence. inhibition, % at 6.7 µM. actives 0.18% (n = 320,000). AID 1987;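 active means inhibition above the campaign's mean inhibition across all tested compounds plus 3 SD, cut at about 9.5% in these data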;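 further: 0% = DMSO only and 100% = 100 µM cantharidin control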
# Target sequence (P53041 whole entry, looked up): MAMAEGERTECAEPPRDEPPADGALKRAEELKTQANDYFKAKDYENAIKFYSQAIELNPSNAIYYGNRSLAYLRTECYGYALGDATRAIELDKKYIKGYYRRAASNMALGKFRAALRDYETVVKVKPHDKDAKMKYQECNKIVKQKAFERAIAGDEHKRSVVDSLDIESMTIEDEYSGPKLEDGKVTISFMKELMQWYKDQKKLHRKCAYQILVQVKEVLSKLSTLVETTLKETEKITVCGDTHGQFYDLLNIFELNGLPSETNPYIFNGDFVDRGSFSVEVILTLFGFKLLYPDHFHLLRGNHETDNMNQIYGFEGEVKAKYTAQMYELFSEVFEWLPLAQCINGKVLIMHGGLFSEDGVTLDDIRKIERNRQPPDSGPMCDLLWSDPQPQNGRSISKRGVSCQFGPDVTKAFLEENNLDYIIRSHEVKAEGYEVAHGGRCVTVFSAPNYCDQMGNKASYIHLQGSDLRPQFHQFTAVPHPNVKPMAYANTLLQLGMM
# Fh CTSL1 inh = blocks F. hepatica cathepsin L1 in PFM18AAP counter-screen | recombinant F. hepatica cathepsin L1, Z-Leu-Arg-MCA fluorescence | inhibition, % at 5.96 µM | actives 0.49% (n = 300,000) | AID 1906;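 active means inhibition above the mean of all tested compounds plus 3 SD, set per screening campaign, cut at about 17% in these data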;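 further: 0% = plate median of test compound wells and 100% = 1 µM Z-Phe-Ala-diazomethylketone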
# EBNA-1 inh = blocks EBNA-1 binding to DNA; AID 1950; actives 0.34% (n = 300,000); EBNA-1 DNA binding, fluorescence polarization; inhibition, % at 14.8 µM; in the data active means inhibition above about 28%
# TPT1 inh = blocks Candida albicans tRNA 2'-phosphotransferase | actives 0.81% (n = 300,000) | recombinant caTPT1, FP RNA substrate dephosphorylation | AID 1962 | inhibition, % at 5 µM;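 active means inhibition above the mean of all tested compounds plus 3 SD, set per screening campaign, cut at about 24% in these data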;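 further: plate controls were DMSO alone for no effect and ferristatin control at 100 nM for full effect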
# PP1 inh = counter-screen for PP5 inhibitors: inhibitors of human PP1-alpha; P62136; purified PP1alpha, OMFP fluorescence; inhibition, % at 6.7 µM; actives 0.9% (n = 320,000);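 active means inhibition above the mean inhibition of all tested compounds plus 3 SD, computed separately for each screening campaign, cut at about 15% in these data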
# Target sequence (P62136 whole entry, looked up): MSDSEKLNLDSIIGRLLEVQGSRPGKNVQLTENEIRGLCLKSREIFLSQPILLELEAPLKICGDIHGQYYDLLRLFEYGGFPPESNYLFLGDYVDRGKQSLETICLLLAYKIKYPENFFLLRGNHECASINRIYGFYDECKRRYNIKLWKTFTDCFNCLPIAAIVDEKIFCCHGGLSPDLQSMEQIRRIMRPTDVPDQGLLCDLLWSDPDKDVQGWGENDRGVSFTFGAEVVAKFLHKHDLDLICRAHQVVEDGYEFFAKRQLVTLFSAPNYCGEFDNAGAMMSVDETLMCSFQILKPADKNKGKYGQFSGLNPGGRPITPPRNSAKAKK
# Efflux pump inh = antifungal efflux pump inhibition, Nile Red retention | actives 0.44% (n = 330,000) | S. cerevisiae Candida pump triplex | inhibition, % at 10 µM;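 active means plate passing quality check with inhibition over a set limit, or well fluorescence over plate mean plus 4 SD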;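 further: Nile Red retained in pooled yeast measured as flow cytometry median fluorescence; 0% = buffer negative control and 100% = Enniatin B positive control; higher means more Nile Red kept so more efflux inhibition; some compounds called inactive have numbers as strong as hits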
# ZTA counter = blocks Epstein-Barr virus ZTA, an EBNA-1 counter-screen; P03206; ZTA-DNA binding, fluorescence polarization; inhibition, % at 11 µM; actives 0.15% (n = 320,000); AID 2234; in the data active means inhibition above about 33%
# Target sequence (P03206 whole entry, looked up): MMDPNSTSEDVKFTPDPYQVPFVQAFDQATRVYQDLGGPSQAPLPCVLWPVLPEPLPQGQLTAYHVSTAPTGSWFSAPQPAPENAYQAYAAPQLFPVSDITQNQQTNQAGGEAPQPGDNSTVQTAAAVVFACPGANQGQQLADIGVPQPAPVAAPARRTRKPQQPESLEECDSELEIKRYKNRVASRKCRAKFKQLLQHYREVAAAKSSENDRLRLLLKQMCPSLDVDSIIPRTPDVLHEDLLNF
# PREPL inh = inhibitors of human prolyl oligopeptidase-like enzyme PREPL. inhibition, % at 5.96 µM. Q4J6C6. recombinant PREPL, fluorescence polarization activity-based probe. AID 2751. actives 0.68% (n = 320,000); in the data active means inhibition above about 43%;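 further: 0% = enzyme with DMSO and 100% = wells lacking enzyme; many of its hits are not listed in these tables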
# core dimer inh = HCV core protein dimerization inhibition. TR-FRET GST/Flag-core106 dimerization, 1536-well. inhibition, % at 5 µM. actives 0.33% (n = 300,000). AID 1899;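 active means inhibition above the mean of all tested compounds plus 3 SD, set per screening campaign, cut at about 45% in these data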
#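 System: GST/Flag-tagged HCV core106 proteins. Incubation: compound-protein-antibody incubation 4 h at 22.5 °C. Technique: HTRF with 340 nm excitation, 617/671 nm emission. Medium: KF-containing HEPES buffer, pH 7.45, DTT, CHAPS, BSA. Read-out: inhibition (%) from 671 over 617 nm ratio. Also added: Eu(K)-anti-GST 90 ng/mL plus XL665-anti-Flag 1 µg/mL.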
# * hit, by the source's call; nt = not tested or not shown.
SMILES,PP5 inh,Fh CTSL1 inh,EBNA-1 inh,TPT1 inh,PP1 inh,Efflux pump inh,ZTA counter,PREPL inh,core dimer inh
COc1ccccc1NS(=O)(=O)c1cc(C(=O)N2CC(C)CC(C)C2)ccc1C (stereo not drawn),1.9,1,-7,3,0,-0.1,10,1,4
Nc1ccn(CC(=O)NCCNc2ccc([N+](=O)[O-])cn2)c(=O)n1,-0.8,nt,nt,nt,-5,0.0,-11,15,nt
Cc1nc2c(O)cccc2cc1CO,-0.2,3,15,-3,-3,-0.1,-1,21,1
Cc1ccc(NC(=O)c2ccc3ncsc3c2)cc1S(=O)(=O)N(C)C,1.2,0,-3,5,5,0.3,3,2,2
Cc1cc(C)c(NC(=O)c2cc(=O)c3ccccc3o2)c(C)c1,4.3,4,3,-2,-2,-0.1,-26,8,-3
CCn1c(=O)c2c(n3cnnc13)-c1ccccc1CC21CCCCC1,-0.2,1,4,2,-1,0.1,-2,2,7
CCNc1nc(NCC)nc(N/N=C/c2ccc([N+](=O)[O-])o2)n1,4.5,12,4,7,-2,-0.3,2,14,-6
O=C(COc1ccc(Cl)cc1)Nc1cccc(-c2ccc(N3CCOCC3)nn2)c1,0.7,5,0,2,1,0.1,-7,1,5
Cc1ccsc1/C=N/NC(=O)c1ccc2nc[nH]c2c1,0.3,-2,-4,-3,0,-0.1,-5,4,-5
c1ccc2c(c1)OCC(c1csc3ncnc(N4CCOCC4)c13)O2 (stereo not drawn),1.8,1,3,-3,3,-0.1,6,-2,0
O=C(Nc1ccc(F)cc1F)C1CCN(c2ncnc3c2sc2cccc(F)c23)CC1,1.1,-1,-11,-3,-1,0.1,-9,-6,14
O=C(COc1ccccc1Cl)NCCCNC(=O)c1ccccn1,0.8,-4,-9,0,2,-0.1,-4,-14,2
COc1ccc(C(C)(C)C)cc1NC(=O)c1ccc2c(c1)SC1=NS(=O)(=O)CCN12,0.8,1,1,-3,3,0.0,6,-5,4
CCCOc1ccc(C(=O)Nc2nc(C)c(Cc3ccc4c(c3)OCO4)s2)cc1,3.4,1,5,-1,-2,-0.1,-9,8,7
CN1C(=O)C2(c3ccccc31)C1CCCC=C1C(C#N)=C(N)C2(C#N)C#N (stereo not drawn),2.0,3,4,2,1,0.1,14,-10,1
COc1ccc(-c2nc3ccncc3[nH]2)cc1OC,0.7,4,-12,-1,-2,-0.1,-24,6,3
CCOC(=O)N1CCN(C(=O)C2CCN(CC3CCCCC3)CC2)CC1,0.7,-1,-11,0,1,0.2,4,3,4
COc1ccc(C(=O)Nc2cc(OC)cc3cccnc23)cc1,2.1,0,-15,1,4,0.1,-11,4,-4
O=C(NCc1ccc2c(c1)OCO2)C1CCC(=O)N1C1CCCCC1 (stereo not drawn),-0.6,-5,2,-2,4,0.0,6,-9,-3
Cc1ccc(OCCNC(=O)c2cc(-n3cnnc3)ccc2Cl)cc1C,-1.5,-1,0,1,-1,-0.1,3,34,4
Cc1nc2nc(-c3ccccc3)cc(=O)n2[nH]1,0.9,-1,1,3,1,0.0,7,8,1
c1ccc(CSc2nnc(-c3ccncc3)o2)cc1,0.8,0,1,0,-1,0.1,-7,-4,4
CCCN(CCC)CCNC(=O)CCC(=O)Nc1ccc2nc(N3CCN(C)CC3)cc(C)c2c1,-0.1,0,8,-2,-2,-0.1,3,1,-3
Cc1ccc2nc(-c3ccc(NC(=S)NCCC(C)C)cc3)sc2c1,1.7,4,1,1,-2,0.2,9,-5,11
Cc1cccc(C(=O)NNC(=O)c2ccco2)c1,-1.9,3,-11,4,1,0.2,-6,-6,-11

# 4 structures from above, sorted by length of the SMILES, smallest number first.
SMILES,PP5 inh,Fh CTSL1 inh,EBNA-1 inh,TPT1 inh,PP1 inh,Efflux pump inh,ZTA counter,PREPL inh,core dimer inh
Cc1nc2c(O)cccc2cc1CO,-0.2,3,15,-3,-3,-0.1,-1,21,1
COc1ccc(C(=O)Nc2cc(OC)cc3cccnc23)cc1,2.1,0,-15,1,4,0.1,-11,4,-4
Cc1cc(C)c(NC(=O)c2cc(=O)c3ccccc3o2)c(C)c1,4.3,4,3,-2,-2,-0.1,-26,8,-3
Nc1ccn(CC(=O)NCCNc2ccc([N+](=O)[O-])cn2)c(=O)n1,-0.8,nt,nt,nt,-5,0.0,-11,15,nt

# The main list resumes with the 2 entries that preceded the break.
SMILES,PP5 inh,Fh CTSL1 inh,EBNA-1 inh,TPT1 inh,PP1 inh,Efflux pump inh,ZTA counter,PREPL inh,core dimer inh
Cc1ccc2nc(-c3ccc(NC(=S)NCCC(C)C)cc3)sc2c1,1.7,4,1,1,-2,0.2,9,-5,11
Cc1cccc(C(=O)NNC(=O)c2ccco2)c1,-1.9,3,-11,4,1,0.2,-6,-6,-11
CCO[C@H]1OC(C(=O)NC2CC2)=C[C@@H](C)[C@@H]1CCCO,-0.5,2,5,0,-2,0.1,-6,7,7
O=C(CCNC(=O)c1ccco1)Nc1ccc(SC(F)F)cc1,-2.5,-4,-3,0,-1,0.1,-4,3,1
CCC(C)[C@H](NC(=O)NCc1ccccc1Cl)C(=O)OC (stereo partly drawn),1.9,-2,-11,-1,-3,4.4,3,12,0
O=C1CC(N2CCOCC2)C(=O)N1CCN1C(=O)CC(N2CCOCC2)C1=O (stereo not drawn),-1.1,2,-15,0,-6,0.5,-9,8,-2
Cc1ccc2c(O)c(C)c(=O)[nH]c2n1,3.1,4,3,1,-3,-0.1,11,-4,-1
COc1ccc2c(c1)C(=O)N1[C@H]3c4cc(OC)ccc4OC[C@@H]3[C@H](c3ccccc3)[C@]1(C)C(=O)N2,2.7,1,1,-2,3,nt,16,9,20
CC1CCCN(CCOCCSc2ccccc2)C1 (stereo not drawn),1.8,0,1,-2,-2,0.1,-11,18,-12
O=C(OCC(=O)N1CCCC1)c1ccccc1C(=O)c1ccccc1,1.9,nt,nt,nt,-5,-0.1,1,7,nt
Cc1ccc(C)n1NC(=O)c1ccc(Cl)cc1Cl,-4.2,3,-14,0,11,0.1,-23,7,10
CCN(CC)c1ccc(CNC23CN4CN(CN(C4)C2)C3)cc1,-0.6,-2,4,2,-2,-0.1,10,-1,-10
Cn1cc(S(=O)(=O)Oc2ccccc2)c(=O)n(C)c1=O,-0.1,-2,-2,-2,-2,0.1,-6,-10,0
S=C(NC1CC1)N1CCN(c2ccc(Cl)cc2)CC1,0.9,-5,4,1,5,-0.1,-3,-11,4
CCCCOC(=O)NC(NCC(O)c1ccccc1)(C(F)(F)F)C(F)(F)F (stereo not drawn),1.3,2,0,0,0,0.0,-13,16,5
CC(C)n1c(=O)[nH]c2cc(C(=O)Nc3ccccc3)ccc21,5.0,1,-6,3,-2,0.0,12,8,-2
N#C/C(=C/c1cccs1)c1ccccn1,1.1,3,-7,0,-4,0.1,7,-1,-5
CCOc1ccccc1N1CCN(C(=S)Nc2ccc(S(N)(=O)=O)cc2)CC1,2.6,-1,-1,-3,-2,-0.2,-3,-3,-3
O=C(CN(C(=O)c1csnn1)c1ccc(F)c(Cl)c1)NCc1ccccc1,1.1,-3,8,1,4,-0.1,5,-5,3
O=C(CN1CCN(S(=O)(=O)c2ccccc2)CC1)NC(=O)NC1CCCCC1,0.4,10,8,-2,2,0.0,-10,-6,-4
c1ccc2nc(N3CCOCC3)cnc2c1,0.4,1,-1,4,-4,0.0,16,-11,-4
CCn1c(SCC(=O)N2c3ccccc3Sc3ccccc32)nc2c1c(=O)n(C)c(=O)n2C,4.2,1,1,0,-6,0.0,-10,18,0
Cc1sc(NC(=O)/C=C/C(=O)O)c(C(N)=O)c1-c1ccc(C(C)(C)C)cc1,-0.1,6,0,-4,2,-0.1,12,0,9
CC1CCCN(c2ncnc3c2cnn3-c2ccc(Cl)cc2)C1 (stereo not drawn),0.3,6,15,0,1,-0.2,-1,9,2
Cc1cc(C(=O)CSc2nnc(-c3cccs3)n2Cc2ccccc2)c(C)n1C,1.9,2,1,4,3,0.3,6,12,17
COc1ccc(Cl)cc1NC(=O)CN(C)C(=O)CNC(=O)C12CC3CC(CC(C3)C1)C2,-0.5,0,8,2,2,0.1,1,-6,0
CC(OC(=O)c1nc(Cl)ccc1Cl)C(=O)c1ccccc1 (stereo not drawn),2.5,1,-4,3,-6,0.1,-7,10,0
# Next part:
SMILES,PP5 inh,Fh CTSL1 inh,EBNA-1 inh,TPT1 inh,PP1 inh,Efflux pump inh,ZTA counter,PREPL inh,core dimer inh
O=C(NCc1cccnc1)Nc1ccc(Br)cc1Cl,0.9,1,1,-1,-2,0.2,3,11,2
O=C(NCc1cccc(Br)c1)C1CC2Cn3c(nc4ccccc43)C2N1Cc1ccccc1 (stereo not drawn),2.5,0,-8,1,-3,0.0,7,10,3
Cc1ccc(NC(=O)CNC(=O)c2cccc(Cl)c2)nc1,2.9,8,-9,0,3,0.2,9,12,-2
CC1CCN(C(=S)c2ccc(O)cc2)CC1,1.5,0,9,-6,-5,-0.1,-20,20,-4
CCOC(=O)c1c(-c2ccccc2)nc2c(C)cccn12,0.5,2,-4,1,-2,0.1,-1,10,0
N#Cc1ccc(-c2ccc(OCC(O)CN3CCCCC3)cc2)cc1 (stereo not drawn),-2.4,1,0,-2,-5,0.2,10,27,0
O=C(NCCCN1CCCC1=O)c1cccc(NS(=O)(=O)c2ccccc2)c1,-2.3,-9,6,-8,-8,0.0,4,1,3
COc1cccc(CC(=O)OCC(=O)NC(C)c2ccc(F)cc2)c1 (stereo not drawn),0.8,nt,nt,nt,4,0.1,7,0,nt
O=C(NCc1cccnc1)c1cccc(S(=O)(=O)N2CCCC2)c1,1.1,-2,-15,-1,3,0.0,-9,-1,-2
Cn1c(-c2sc3cc(C(F)(F)F)cnc3c2-c2ccccn2)n[nH]c1=S,2.0,-2,-11,-3,-3,0.2,2,7,-7
O=C(Nc1cccc(NC(=O)c2ccc(-c3ccc(Br)cc3)o2)c1)c1ccco1,4.6,1,6,-2,3,-0.1,4,-39,43
Clc1cccc(-c2nnc3n2CCCCC3)c1,0.7,0,0,-1,-1,0.0,-3,16,-15
Cc1c(C(=O)OCC(=O)Nc2ccc(C(N)=O)cc2)cccc1[N+](=O)[O-],2.5,-7,1,1,-1,0.0,-3,0,2
CSc1ccc(CN2CCC(n3nccc3NC(=O)CCCc3ccccc3)CC2)cc1,2.2,0,15,-4,-2,-0.1,0,11,8
Cc1sc2ncnc(N3CCC(C(=O)NNC(=O)COc4cccc(C(F)(F)F)c4)CC3)c2c1C,-2.6,-12,10,1,-2,0.0,12,-12,3
S=C(NCCc1ccccc1)N/N=C/c1ccc(Cl)cc1,3.6,-1,-2,4,-4,0.1,9,-15,0
COc1cc2cc(CN(CCO)S(=O)(=O)c3ccccc3Cl)c(=O)[nH]c2cc1OC,1.9,-1,2,4,-2,-0.3,-2,-3,2
C=C(C)COc1ccc(-c2nc(N)ncc2Oc2ccccc2OCC)c(O)c1,7.3,2,-18,3,-1,0.5,-17,15,8
COc1cc(/C=N/NC(=O)C(C)Nc2n[nH]c(=O)[nH]c2=O)cc(OC)c1O (stereo not drawn),-0.9,1,4,-2,-2,-0.1,-1,0,-4
CN(CC(=O)NCc1cccnc1)S(=O)(=O)c1ccccc1,-0.3,4,-11,-2,3,0.0,-22,-9,-2
CCCCOc1ccc(C(=O)NCC2(c3ccc(OC)cc3)CCOCC2)cc1,1.1,1,16,-3,-2,0.0,6,4,-7
COC(=O)c1ccccc1NC(=O)CSc1nncn1-c1ccccn1,2.4,-7,-12,1,-1,0.0,-19,-1,-11
O=C(O)c1ccc(S(=O)(=O)N2CCC3(CC2)CC(=O)c2ccccc2O3)cc1,0.5,6,-11,-1,-3,0.1,-24,-3,-4
CC(=O)c1ccc(NC(=O)c2cc(C)no2)cc1,-1.4,0,7,-1,3,0.1,4,-4,-2

# An excerpt; rates above refer to the full screens.
